# FLuc act counter – firefly luciferase counter-screen for stimulation assays | P08659 | ATPlite luciferase biochemical, luminescence, 10 min; 0 = ATP-free wells, 1 = DMSO control | activation factor at 10 µM | 200,000 tested, under 10 active | AID 1027;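 active = luciferase activation factor, scaled between plate controls, of at least 2 with compound at 10 µM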
# Target sequence (P08659 whole entry, looked up): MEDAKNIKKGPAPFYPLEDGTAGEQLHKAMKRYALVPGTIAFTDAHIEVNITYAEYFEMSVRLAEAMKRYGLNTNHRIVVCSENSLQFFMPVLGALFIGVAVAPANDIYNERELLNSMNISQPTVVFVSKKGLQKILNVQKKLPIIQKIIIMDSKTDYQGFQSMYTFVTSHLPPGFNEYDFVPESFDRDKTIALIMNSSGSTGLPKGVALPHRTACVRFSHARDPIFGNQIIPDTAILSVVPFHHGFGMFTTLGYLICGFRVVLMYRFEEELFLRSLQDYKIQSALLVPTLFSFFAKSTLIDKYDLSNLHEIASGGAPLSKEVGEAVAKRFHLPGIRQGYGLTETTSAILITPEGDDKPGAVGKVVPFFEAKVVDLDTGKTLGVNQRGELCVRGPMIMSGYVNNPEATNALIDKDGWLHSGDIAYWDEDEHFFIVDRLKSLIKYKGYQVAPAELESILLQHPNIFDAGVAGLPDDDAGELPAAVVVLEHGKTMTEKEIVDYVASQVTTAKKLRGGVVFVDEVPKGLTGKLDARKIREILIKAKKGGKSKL
#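 Material: Luciferase/luciferin reagent mix; Doses: test compounds dosed from 2 mM stocks in 100% DMSO; Schedule: 10 min incubation after luciferase reagent addition, room temperature; Measured by: luminescence from luciferase reaction; Read-out: luminescence gain marking luciferase activators.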
# FLuc inhib CS – counter-screen for luciferase assay inhibitors: firefly luciferase inhibition; inhibition, % at 10 µM; P08659; 1.5% of 200,000 active; AID 1006; ATPLite firefly luciferase biochemical luminescence, 10 min;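 active = inhibition above about 50% when tested at 10 µM, limit read from the data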
# TNAP inh noacc – blocks human TNAP activity with no phosphate acceptor present. purified TNAP, CDP-star luminescence, 30 min. inhibition, % at 20 µM. 0.26% of 200,000 active. AID 1012;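 active = tissue-nonspecific alkaline phosphatase inhibition above about 50% at 20 µM in the single-dose screen, limit read from the data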;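 note: 0% = DMSO negative control and 100% = EDTA positive control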
# Target sequence (P05186 whole entry, looked up): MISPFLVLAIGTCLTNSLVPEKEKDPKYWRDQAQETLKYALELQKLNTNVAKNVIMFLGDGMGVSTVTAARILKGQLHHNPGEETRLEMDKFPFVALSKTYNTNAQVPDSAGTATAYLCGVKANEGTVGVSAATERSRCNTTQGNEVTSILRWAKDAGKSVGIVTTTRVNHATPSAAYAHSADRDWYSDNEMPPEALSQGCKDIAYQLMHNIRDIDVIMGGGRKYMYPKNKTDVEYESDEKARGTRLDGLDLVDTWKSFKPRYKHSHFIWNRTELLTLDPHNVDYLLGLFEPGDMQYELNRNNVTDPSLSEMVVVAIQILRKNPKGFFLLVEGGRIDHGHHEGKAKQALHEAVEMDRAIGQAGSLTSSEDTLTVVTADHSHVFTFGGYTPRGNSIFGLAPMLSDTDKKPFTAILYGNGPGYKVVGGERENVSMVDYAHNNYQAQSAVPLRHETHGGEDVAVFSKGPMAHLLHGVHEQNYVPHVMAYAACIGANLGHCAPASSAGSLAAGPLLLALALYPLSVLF
# bIAP act – intestinal alkaline phosphatase (bovine) activation; 0.17% of 200,000 active; activation factor at 20 µM; AID 1016; purified bovine IAP, CDP-star luminescence, 30 min; active compounds read high; fold of DMSO-control signal, blank-subtracted;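 active = activation factor of 2 or more at 20 µM, a signal rise over negative controls twice the positive control's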
# bIAP inhibitor – intestinal alkaline phosphatase (bovine) inhibition; purified bovine IAP, CDP-star luminescence, 30 min; 190,000 tested, under 10 active; inhibition, % at 20 µM;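 active = over 50% inhibition of intestinal alkaline phosphatase at 20 µM in the single-dose screen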
#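 Incubation: 30 min reaction at room temperature / Material: purified bovine intestinal alkaline phosphatase (IAP) enzyme / Input: enzyme at 1/65,000,000 dilution / Dosing: 20 µM single dose / Signal: CDP-star luminescence signal / Reagent: CDP-star chemiluminescent phosphatase substrate, 30 µM final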
# RAM inhibit – blocks the yeast RAM network. S. cerevisiae dse1pr::URA3 reporter, 5-FOA growth OD615, 2 d; analog-sensitive cbk1-as2 kinase mutant strain. inhibition, % at 50 µM. 1.8% of 190,000 active;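 active = inhibition above a set limit, 3 SD over mean compound inhibition, cut at about 8.4% in these data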;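 note: 0% = DMSO-only wells with no growth and 100% = 10 µM 1-NA-PP1 full growth; inhibition rescues growth on 5-FOA so higher OD means more RAM inhibition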
# TNAP inh hi DEA – TNAP (human) inhibition, high acceptor | AID 1135 | P05186 | purified TNAP, CDP-star luminescence, 1 M DEA | 0.03% of 200,000 active | inhibition, % at 20 µM;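 active = over 50% inhibition of tissue-nonspecific alkaline phosphatase at 20 µM in the single-dose screen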;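 note: plate controls were DMSO wells for no effect and EDTA-quenched wells as full inhibition for full effect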
# TNAP act hi DEA – TNAP (human) activation, high acceptor | P05186 | purified TNAP, CDP-star luminescence, 1 M DEA, 30 min; active compounds read high; 0 = EDTA background, 1 = DMSO-only activity | activation factor at 20 µM | 200,000 tested, under 10 active | AID 1136;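 active = activation factor at least 2 at 20 µM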
#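 Dosing: 20 µM single point. System: human TNAP. Amount: TNAP 1/800 final. Incubation: 30 min, room temperature. Read-out: TNAP activation factor scaled between EDTA and DMSO control wells. Signal: luminescence from CDP-star hydrolysis. Medium: 1 M DEA, pH 9.8, Mg2+, Zn2+. Control set: EDTA negative control, DMSO positive control.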
# APP 5UTR inh – APP translation inhibition; SH-SY5Y APP 5'UTR-luciferase reporter, luminescence; inhibition, % at 2 µM; 0.82% of 190,000 active;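 active = inhibition above a set limit, derived from the sample mean plus 3 SD, cut at about 45% in these data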; note: values of inactives mirror those of a sister screen read the other way
# Lmaj promast – inhibitors of Leishmania major promastigote growth; Leishmania major promastigotes, resazurin fluorescence viability; inhibition, % at 10 µM; 9% of 200,000 active; AID 1063; in the data active = inhibition above about 50%;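 note: promastigotes grown with compound for 44 hours at 28 °C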
# Numbers without * were called inactive; · = not tested or not shown. Random draw from the library (roughly 13% active in at least one column).
SMILES,FLuc act counter,FLuc inhib CS,TNAP inh noacc,bIAP act,bIAP inhibitor,RAM inhibit,TNAP inh hi DEA,TNAP act hi DEA,APP 5UTR inh,Lmaj promast
CC(C)(C)NC(=O)CSc1nc2ccc(Nc3nc(N4CCOCC4)nc(N4CCOCC4)n3)cc2s1,1,-2,-10,1.1,-7,-0.9,-7,1.1,10,77*
O=C(NC1CCCCC1)c1ccccc1NC(=S)NC(=O)C1CC1,1.1,-5,-1,1,4,2.3,1,1,-13,-5
COc1ccc(CCn2c(C)cc(C(=O)CSc3nnnn3-c3ccccc3)c2C)cc1,1.1,-8,-8,0.9,12,0.7,-3,1,2,3
Cc1ccc(/C=C/C(=O)NCc2ccncc2)cc1,1,0,-3,1,0,2.3,-3,1,4,-6
O=C(c1cccs1)N1CCc2c([nH]c3ccccc23)C1c1ccc(Cl)cc1 (stereo not given),1.1,-7,-10,0.8,15,2.9,-5,1,-6,46
CCOC(=O)C1=C(c2ccccc2)NC(SCC)=C(C#N)C1c1cccnc1 (stereo not given),1,-2,-9,0.9,7,-0.3,4,1,-8,33
COc1ccc(CCNC(=O)CSc2nncs2)cc1,1.1,-5,-11,1,-1,1.8,-4,1,-1,59*
O=C(Cn1cc([N+](=O)[O-])cn1)NCc1ccc(-n2cccn2)cc1,1,0,-5,1,3,1.6,-1,1,-9,-4
CC(c1cccs1)N(Cc1ccco1)C(=S)Nc1ccc(F)c(Cl)c1 (stereo not given),1.1,-11,-15,0.4,·,3.8,-8,1.1,-27,20
CCOC(=O)c1ccc(NC(=O)c2ccc3c(c2)OCO3)cc1,1,2,-6,0.8,16,1.6,1,1,-52,-7
O=C(Nc1cccnc1)c1cc2c(ccc3ccccc32)o1,0.6,39,-5,0.9,10,2.6,-7,1.1,-220,1
CCCCCc1nc2sc3c(c2c(=O)n1N)CCC3,1.1,-8,-6,0.9,6,5.3,-3,1,31,-2
O=[N+]([O-])c1c(NCCCO)cc(N2CCN(Cc3ccc4c(c3)OCO4)CC2)c2nonc12,1.1,-9,1,0.9,9,-0.5,1,1,15,1
COc1ccc(NC(=O)CSc2nc3c(c(=O)n2-c2ccccc2)SCC3)c(OC)c1,1.1,-6,-12,0.9,7,6.9,-5,1.1,-24,-6
COc1ccc(S(=O)(=O)N2CCC(N3CCN(Cc4ccccc4)CC3)CC2)cc1,1,-3,-10,1,0,1.4,-4,1,22,87*

# Some of the entries so far, with each value named:
COc1ccc(NC(=O)CSc2nc3c(c(=O)n2-c2ccccc2)SCC3)c(OC)c1
- FLuc act counter: 1.1
- FLuc inhib CS: -6
- TNAP inh noacc: -12
- bIAP act: 0.9
- bIAP inhibitor: 7
- RAM inhibit: 6.9
- TNAP inh hi DEA: -5
- TNAP act hi DEA: 1.1
- APP 5UTR inh: -24
- Lmaj promast: -6
O=C(Nc1cccnc1)c1cc2c(ccc3ccccc32)o1
- FLuc act counter: 0.6
- FLuc inhib CS: 39
- TNAP inh noacc: -5
- bIAP act: 0.9
- bIAP inhibitor: 10
- RAM inhibit: 2.6
- TNAP inh hi DEA: -7
- TNAP act hi DEA: 1.1
- APP 5UTR inh: -220
- Lmaj promast: 1
CC(C)(C)NC(=O)CSc1nc2ccc(Nc3nc(N4CCOCC4)nc(N4CCOCC4)n3)cc2s1
- FLuc act counter: 1
- FLuc inhib CS: -2
- TNAP inh noacc: -10
- bIAP act: 1.1
- bIAP inhibitor: -7
- RAM inhibit: -0.9
- TNAP inh hi DEA: -7
- TNAP act hi DEA: 1.1
- APP 5UTR inh: 10
- Lmaj promast: 77*

# (more compounds)
SMILES,FLuc act counter,FLuc inhib CS,TNAP inh noacc,bIAP act,bIAP inhibitor,RAM inhibit,TNAP inh hi DEA,TNAP act hi DEA,APP 5UTR inh,Lmaj promast
N#C/C(C(=O)N1CCOCC1)=C1/SC(Cc2ccc(F)cc2)C(=O)N1c1ccccc1 (stereo not given),1.1,-5,-8,1,5,-1.9,-2,1,57*,-1
COc1cccc(N(C(=O)c2ccco2)C(C(=O)NC2CCCC2)c2ccc(N(C)C)cc2)c1 (stereo not given),1,-4,-34,1,1,-0.3,-8,1.1,-5,18
CC(C)NC(=S)N/N=C1\CCCc2ccccc21,1.1,-6,-13,1,5,1.4,-1,1,-8,-1
CCN(C(=O)COC(=O)CNC(=O)c1ccc(C)c(C)c1)C1CCS(=O)(=O)C1 (stereo not given),1,-2,-8,1,4,-0.5,-3,1,-2,48
Cc1cc(NC(=O)CSc2nnc(C3CC3)n2C)no1,1.1,-6,-5,1,1,0.9,-10,1.1,-7,-5
CCC(=O)NCCc1nc2ccccc2n1CC,1.1,-7,1,0.9,14,1.0,-2,1,3,-1
CN1CCN(S(=O)(=O)c2ccc(NC(=O)Nc3cccc(Cl)c3)cc2)CC1,1,-2,-10,1.1,-9,-0.8,-1,1,-2,98*
CC(C)c1nnc(NC(=O)c2ccc(S(=O)(=O)N3CCOCC3)cc2)s1,1,0,-8,0.9,7,2.5,-3,1,-7,-1
O=C(O)CCCCCNC(=O)c1cccc(Br)c1,1,2,-5,1.1,-5,0.5,1,1,-9,-5
Cc1ccc(N2C(=O)CC(N(O)C3CC(=O)N(c4ccc(C)cc4)C3=O)C2=O)cc1 (stereo not given),1,0,-10,1.2,-22,-0.5,-4,1,14,-6
COC(=O)Cc1ccc(NC(=S)N2CCCC(CO)C2)cc1 (stereo not given),0.1,93*,-6,1,-1,1.8,3,1,-38,0
COC(=O)C1=C(SC)N(c2ccccc2)C(c2ccccc2)CC1=O (stereo not given),1.1,-6,-1,1,-3,0.0,3,1,11,-2
Cc1ccc(C(O)(C(=O)NNc2ccccn2)c2ccc(C)cc2)cc1,1,3,-15,1.5,-49,0.6,-1,1,14,-4
O=C(CCC1CCCN(C(=O)COc2ccccc2)C1)N1CCN(c2ccccn2)CC1 (stereo not given),1,0,-3,1.1,-14,0.5,2,1,12,-2
Cn1c(CC(=O)Nc2ccc(Cl)c(Cl)c2)nnc1SCC(=O)NCc1ccccc1,1,1,-9,1,-1,1.7,1,1,-17,-7

# A different layout for 4 compounds above:
Structure | FLuc act counter | FLuc inhib CS | TNAP inh noacc | bIAP act | bIAP inhibitor | RAM inhibit | TNAP inh hi DEA | TNAP act hi DEA | APP 5UTR inh | Lmaj promast
COc1ccc(NC(=O)CSc2nc3c(c(=O)n2-c2ccccc2)SCC3)c(OC)c1 | 1.1 | -6 | -12 | 0.9 | 7 | 6.9 | -5 | 1.1 | -24 | -6
COc1ccc(S(=O)(=O)N2CCC(N3CCN(Cc4ccccc4)CC3)CC2)cc1 | 1 | -3 | -10 | 1 | 0 | 1.4 | -4 | 1 | 22 | 87*
N#C/C(C(=O)N1CCOCC1)=C1/SC(Cc2ccc(F)cc2)C(=O)N1c1ccccc1 (stereo not given) | 1.1 | -5 | -8 | 1 | 5 | -1.9 | -2 | 1 | 57* | -1
COc1cccc(N(C(=O)c2ccco2)C(C(=O)NC2CCCC2)c2ccc(N(C)C)cc2)c1 (stereo not given) | 1 | -4 | -34 | 1 | 1 | -0.3 | -8 | 1.1 | -5 | 18

# Carrying on.
SMILES,FLuc act counter,FLuc inhib CS,TNAP inh noacc,bIAP act,bIAP inhibitor,RAM inhibit,TNAP inh hi DEA,TNAP act hi DEA,APP 5UTR inh,Lmaj promast
CCOc1ccc(N2C(=O)CC(N(O)c3ccccc3)C2=O)cc1 (stereo not given),1.1,-8,-45,0.9,10,0.9,-4,1,-97,7
CC(=O)Cc1cc(O)c2ccccc2c1OC(=O)c1ccccc1,1,-5,-6,1,-1,2.5,0,1,-7,25
CC(Sc1nc(N)cc(=O)[nH]1)C(=O)Nc1cccc(Cl)c1 (stereo not given),1,1,-7,1.1,-11,0.9,-7,1.1,6,56*
O=C(Nc1cccc(C(F)(F)F)c1)C(=O)N1CCCCC1,1,-2,-12,1.1,-6,0.0,-8,1.1,-18,-1
O=C(COC(=O)c1ccccc1Nc1ccccc1)c1ccccc1,1.1,-8,15,0.6,36,9.8*,-2,1,-7,1
COc1cccc(NC(=O)C(NCC2CCCCC2)c2ccccc2)c1 (stereo not given),1,-1,-11,1.6,-63,1.1,-3,1,-8,11
Cc1cc(NC(=O)CSc2nnc(C3COc4ccccc4O3)o2)no1 (stereo not given),1,-3,-12,1.2,-22,2.5,-3,1,-17,-7
O=C(NCCN1C(=O)C2C3C=CC(C3)C2C1=O)N1CCCCC1 (stereo not given),1,4,-6,0.9,8,0.7,2,1,7,13
O=C(Nc1ccc2oc(-c3ccncc3)nc2c1)c1c(F)c(F)c(F)c(F)c1F,1.1,-6,-17,0.9,11,6.1,-6,1.1,-1,-7
COc1ccccc1N1CCN(CC(=O)Nc2c(C)n(C)n(-c3ccccc3)c2=O)CC1,1,-2,-11,1.1,-6,1.6,-2,1,13,-6
O=C(N1CCOCC1)C12CC3CC(C1)CC(c1ccccc1)(C3)C2,1.1,-9,-14,1,-5,1.4,-10,1.1,-4,37
CCCCOC(=O)NCN1C(=O)C2C3C=CC(C3)C2C1=O (stereo not given),1,-2,-11,0.9,13,1.7,-1,1,-7,-2
O=C(COC(=O)c1ccccc1Oc1ccccc1)NC1CC1,1.1,-11,-13,1,0,-1.2,-6,1.1,-5,18
C#CC[N+]1(CC#Cc2cccc(C)c2)CCCCC1,1,-4,-13,0.7,32,0.3,-1,1,7,9
CCOC(=O)n1c(=O)oc2cc(S(=O)(=O)N3CCCCC3)ccc21,1.1,-10,-10,0.9,12,2.5,-1,1,1,-12
CCC(=O)NS(=O)(=O)c1cccnc1Nc1ccc(Cl)cc1,1.1,-5,-13,0.8,15,0.2,-1,1,-2,-4
COc1ccccc1Cc1noc(-c2cc(Cl)ccc2OC)n1,1,-2,0,1,2,5.8,3,1,13,-14
O=C(CSc1nnnn1-c1ccc(O)cc1)Nc1cccc(S(=O)(=O)N2CCCC2)c1,1,-4,-4,0.9,9,1.8,3,1,8,3
CCOc1ccc2nc(NC(=O)C(NS(=O)(=O)c3cccs3)C(C)C)sc2c1 (stereo not given),1.1,-10,-5,1.1,-11,3.8,-1,1,18,33
Cc1ccccc1-n1c(SCC(=O)c2cc(C)n(C)c2C)nnc1-c1ccncc1,1,-4,-15,1,5,0.6,-8,1.1,8,40
Cc1ccn2cc(C(=O)Nc3ccccc3N3CCOCC3)nc2c1,0.8,18,-9,1,4,-1.0,-3,1,15,0
Nc1ccc(S(=O)(=O)NNC(=O)C(=O)NNc2ccccc2)cc1,1,-5,18,0.9,12,-0.5,4,1,-9,87*
COc1ccc(/C=N/NC(=O)c2ccc(Cn3cc([N+](=O)[O-])cn3)o2)c(OC)c1C,1.1,-5,-15,1,3,9.5*,-5,1,-8,1
O=C(NC1CCCCC1)C(c1ccccc1)N1CCOCC1 (stereo not given),1.1,-10,-1,1,-4,2.7,-4,1,-1,2
O=[N+]([O-])c1ccc2c(c1)C=C1CCCCC1(N1CCCC1)O2 (stereo not given),1,-4,-4,1,5,-0.5,5,1,-7,31
CCCSc1oc(-c2ccco2)nc1S(=O)(=O)c1ccccc1,1,-1,-5,1,-3,3.5,1,1,5,11

# Source: PubChem BioAssay
